S1P3 ag – agonists of human S1P3 receptor; activation, % at 4.5 µM; S1P3 NFAT-BLA reporter cells, agonism, FRET ratio; relative to 1 µM S1P, basal subtracted; hit rate 0.1% among 60,000;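 active = activation above the screen-wide mean plus 3 SD, cut at about 4.5% in these data, passing the limit was not always enough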; also: some compounds called inactive have numbers as strong as hits
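Assay system: stable CHO line with human S1P3, Gα16, NFAT-BLA reporter; Detection: FRET β-lactamase substrate fluorescence, excitation 405 nm, 460/535 nm emission ratio, background-subtracted; Read-out: percent activation versus median 1 µM S1P response, basal-subtracted, per plate; Incubation: cells plated overnight, compound 4 h 37 °C, substrate 2 h RT.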
M1 ag – agonists of M1 muscarinic receptor; CHO-M1 cells, Fluo-4 calcium fluorescence, agonist mode; stronger effect = higher value; B-score at 10 µM; hit rate 3% among 64,000;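 active = fluorescence rise, raw or as B-score row- and column-corrected plate score, outside the 99.7% band of its plate's samples, either direction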
Jurkat tox 60K – cytotoxicity toward Jurkat cells | Jurkat E6.1 viability, ATP luminescence, 48 h | inhibition, % at 4 µM | hit rate 1.2% among 56,000;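 active = inhibition above the mean inhibition of all tested compounds plus 3 SD, cut at about 28% in these data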
HEK293 NFkB inh – lowers PMA/ionomycin-induced NF-kB signal in HEK293 cells | HEK-293 NF-kB luciferase reporter, luminescence | inhibition, % at 3 µM | hit rate 0.21% among 62,000;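 active = inhibition above the mean of all tested compounds plus 3 SD, cut at about 40% in these data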;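 also: 0% = stimulated DMSO wells and 100% = 10 µM reference inhibitor 5653914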
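Reagent: PMA plus ionomycin mix as NF-kB-activating stimulus. Assay system: NF-kB luciferase reporter HEK-293 cells. Technique: luminescence from luciferase substrate reagent. Incubation: 1 h compound pre-incubation, 16 h PMA/ionomycin at 37 °C. Benchmarks: DMSO only as uninhibited control, 10 µM reference inhibitor as full inhibition. Repeats: tested once.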
HTR1E agonist – 5-HT1E (human) receptor agonism; activation, % at 6 µM; P28566; hit rate 0.69% among 65,000; CHO 5-HT1E Ga15 NFAT-bla reporter, FRET; 0% DMSO wells, 100% control agonist wells;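 active = activation above a set limit, the screen-wide mean activation plus 3 SD, cut at about 8.5% in these data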;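 also: 100% = positive control agonist at 1 µM giving full maximal response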
Her2 expr inh – Her2 kinase expression inhibition. P04626. SKBR-3 HER2 protein level, AlphaScreen, 18-24 h; stronger effect = lower value. HER2 level % of control, % at 10 µM. hit rate 0.69% among 65,000. AID 645;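 active = HER2 level under 5% of the carrier-only control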;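 also: 100% = DMSO carrier and 0% = 500 nM PU-H71 HSP90 inhibitor; lower value means stronger loss of Her2 protein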
Target sequence (P04626 whole entry, looked up): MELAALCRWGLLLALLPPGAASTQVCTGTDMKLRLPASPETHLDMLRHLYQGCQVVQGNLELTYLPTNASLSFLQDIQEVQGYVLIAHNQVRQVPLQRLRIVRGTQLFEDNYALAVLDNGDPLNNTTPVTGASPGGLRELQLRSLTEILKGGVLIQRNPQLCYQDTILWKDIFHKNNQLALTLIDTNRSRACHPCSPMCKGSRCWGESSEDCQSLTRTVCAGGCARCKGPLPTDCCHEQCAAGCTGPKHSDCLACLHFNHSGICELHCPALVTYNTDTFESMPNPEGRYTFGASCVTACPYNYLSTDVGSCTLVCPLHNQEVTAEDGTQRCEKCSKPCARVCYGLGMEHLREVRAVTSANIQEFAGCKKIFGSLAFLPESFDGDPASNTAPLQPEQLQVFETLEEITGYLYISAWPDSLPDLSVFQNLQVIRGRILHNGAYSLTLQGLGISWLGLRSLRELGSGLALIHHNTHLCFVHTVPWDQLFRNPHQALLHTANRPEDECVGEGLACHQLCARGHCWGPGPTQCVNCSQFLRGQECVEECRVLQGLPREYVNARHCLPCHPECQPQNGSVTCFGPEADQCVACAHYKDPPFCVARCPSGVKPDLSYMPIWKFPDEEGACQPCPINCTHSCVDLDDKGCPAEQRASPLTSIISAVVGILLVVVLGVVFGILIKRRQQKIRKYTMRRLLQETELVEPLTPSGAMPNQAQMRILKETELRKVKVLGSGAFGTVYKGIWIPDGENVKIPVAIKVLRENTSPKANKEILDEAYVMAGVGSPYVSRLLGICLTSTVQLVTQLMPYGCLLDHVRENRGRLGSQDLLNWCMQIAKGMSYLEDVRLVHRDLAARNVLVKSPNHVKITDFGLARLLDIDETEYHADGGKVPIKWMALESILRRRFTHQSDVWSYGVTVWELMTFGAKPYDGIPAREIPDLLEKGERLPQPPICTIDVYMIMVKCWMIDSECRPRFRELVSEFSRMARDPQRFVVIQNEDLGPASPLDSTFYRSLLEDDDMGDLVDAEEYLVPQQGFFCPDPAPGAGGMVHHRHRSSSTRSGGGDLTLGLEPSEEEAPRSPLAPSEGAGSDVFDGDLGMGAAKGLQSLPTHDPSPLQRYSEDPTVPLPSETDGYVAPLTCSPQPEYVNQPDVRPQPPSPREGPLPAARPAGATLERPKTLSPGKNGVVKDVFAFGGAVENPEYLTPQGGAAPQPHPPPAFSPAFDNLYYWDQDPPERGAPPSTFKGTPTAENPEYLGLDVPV
S1P1 ag pot – S1P1 (human) agonism or agonism potentiation; P21453; hit rate 0.57% among 56,000; activation, % at 9.5 µM; S1P1 CRE-bla cells, forskolin, beta-lactamase FRET, potentiator mode; S1P1 agonist co-added at EC20, 2 nM; 100% = saturating reference agonist, 0% = basal;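 active = activation above a cutoff set at the mean activation of all tested compounds plus 3 SD, cut at about 54% in these data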;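 also: forskolin at 4 µM as EC80 and the EC20 agonist is SEW2871; 100% = SEW2871 at its EC100 plus forskolin at EC80; some compounds past the cut are filed as inactive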
M1 antag – M1 muscarinic receptor (rat) antagonism | hit rate 3.4% among 64,000 | B-score at 10 µM | P08482 | CHO-M1 cells, Fluo-4 calcium, ACh EC80 antagonist mode; stronger effect = lower value;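 active = calcium fluorescence response, raw or row-and-column corrected B-score, differing from the plate sample mean either way at a set confidence level, mostly lower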
HTR1E antagonist – 5-HT1E (human) receptor antagonism; P28566; CHO 5-HT1E Ga15 NFAT-bla reporter, FRET, antagonist; inhibition, % at 6 µM; hit rate 0.99% among 65,000;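 active = inhibition above a set limit, the mean inhibition across every tested compound plus 3 SD, cut at about 29% in these data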;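 also: signal is the 460 over 535 nm emission ratio of beta-lactamase substrate; 0% = agonist plus DMSO wells and 100% = wells without agonist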
An asterisk follows results filed as active; · = not tested or not shown.

SMILES	S1P3 ag	M1 ag	Jurkat tox 60K	HEK293 NFkB inh	HTR1E agonist	Her2 expr inh	S1P1 ag pot	M1 antag	HTR1E antagonist
O=C(CNC(=O)c1ccc(Cl)cc1)NCCCn1ccnc1	-0.8	-0.575	-0.4	18.5	-0.7	104.8	-10.2	-0.00512	20.5
CCCCC(=O)Nc1cccc(-c2cn3ccsc3n2)c1	0.1	2.1	6.7	-7.0	-0.5	86.0	-27.1	0.145	1.9
COc1ccc(C2=NOC(C(=O)N3CCCCCC3)C2)cc1OC (centres undefined)	1.4	-1.38	-3.5	7.0	1.1	172.6	20.0	0.00385	-3.3
Cc1cc(C(=O)CSc2nnnn2C)c(C)n1-c1cccc(F)c1	2.8	-0.311	4.7	-33.6	-0.1	156.7	93.3*	0.273	-2.5
O=C(Nc1ccc(Oc2ccccc2)cc1)C1CCCN(c2ncccn2)C1 (centres undefined)	-0.5	0.158	-8.0	6.9	0.3	101.0	15.0	-0.0101	-6.2
Cc1nc2ncnn2c(N2CCC(C(=O)NC3CCCC3)CC2)c1Cc1ccccc1	-1.5	0.274	8.4	17.3	-0.5	104.3	-14.0	-0.537	-1.3
Cc1sc2ncnc(Sc3nnnn3-c3ccc(Cl)cc3)c2c1C	-2.0	-0.208	0.0	20.8	0.4	-13.3*	14.1	0.278	-9.1
COc1ccc(Nc2nc(N)nc(CN3CCN(c4ccccn4)CC3)n2)cc1	-1.6	2.03	4.2	14.0	-0.8	74.0	·	0.113	0.5
CC1Oc2ccccc2N(CC(=O)NCc2cccs2)C1=O (centres undefined)	0.4	-0.268	3.8	17.0	-1.7	78.7	-16.4	-0.0369	-12.1
COc1ccccc1C(=O)NCC(=O)Nc1ccccc1	-0.7	0.434	-3.2	-2.0	-0.4	74.0	-5.9	-0.0871	-5.1
CN=C(Nc1ccc2c(c1)OCO2)SC1CC(=O)N(c2ccccc2)C1=O (centres undefined)	-0.3	-0.12	-0.4	4.1	-0.5	94.4	-4.4	0.00973	3.0
COC(=O)c1cccc(COC(=O)c2ccccc2NC(=O)c2ccco2)c1	-1.0	0.489	-1.7	8.6	-0.5	88.2	-26.6	0.0237	-2.2
COc1ccc2c(c1)[nH]c1c(=O)n(CCc3cnc[nH]3)cnc12	-0.9	-0.331	0.3	18.6	-0.6	100.5	2.8	-0.755	-2.0
Cc1ccc(S(=O)(=O)NC(C(=O)OCC(=O)NC2CCS(=O)(=O)C2)C(C)C)cc1 (centres undefined)	-0.2	1.11	6.3	15.1	0.0	137.2	-6.2	-0.0797	0.9
CCOC(=O)N1CCC(N2Cc3cccc(C(=O)NCc4ccccn4)c3C2=O)CC1	-0.7	0.676	0.9	-1.3	1.1	116.6	-14.2	-2.5*	4.6
Cc1ccc2c(c1)-c1c(cnn1CC(=O)N1CCCN(Cc3ccccc3F)C1)CO2	-0.4	3.44*	1.0	17.6	0.1	84.7	-9.7	0.0499	4.8
COC(=O)c1cc(OC)c(OC)cc1NC(=O)C1CCCO1 (centres undefined)	-0.3	0.357	-11.4	12.4	-0.4	118.1	3.1	-0.418	1.5
O=C(Nc1ccc(Nc2ccccc2)cc1)N1CCOCC1	-0.7	-1.7	-0.8	3.0	0.3	87.4	8.0	0.0507	-1.0
Cc1c(NC(=O)COC(=O)C2CC3C=CC2C3)c(=O)n(-c2ccccc2)n1C (centres undefined)	0.6	-0.426	-1.5	0.4	0.1	114.9	4.3	-1.12	-1.2
COc1cccc(C2=NOC(C(=O)Nc3cccc(C(C)=O)c3)C2)c1OC (centres undefined)	0.9	1.56	-0.4	3.7	-0.2	118.6	-8.0	-0.996	-9.4
COc1ccc(S(=O)(=O)n2nc(OC(=O)c3ccco3)cc2N)cc1	-0.1	-0.188	4.1	10.0	-0.2	157.7	11.8	-0.124	7.0
Cc1cccc(OCCCC(=O)Nc2ccc(S(=O)(=O)Nc3onc(C)c3C)cc2)c1	-0.6	-0.332	-6.3	11.8	0.5	76.1	-17.0	0.379	-8.7
Cc1oc(C(C)(C)C)c(CN2CCCC2)c1C(=O)O	-0.9	0.547	9.8	10.2	-1.0	78.8	0.3	0.345	-3.4
COc1cc2[nH]c3c(N4CCN(c5ccccn5)CC4)ncnc3c2cc1OC	-0.9	8.54*	23.2	-6.5	-0.1	49.0	-18.9	-1.32	24.4
Cn1c(=O)cc(SCC(=O)NCC2COc3ccccc3O2)c2ccccc21 (centres undefined)	-1.3	0.0342	4.5	-2.6	-0.9	89.8	-2.2	-0.201	-6.9

Exported with two lines to a compound: part of the list above.
Second line of a record: S1P3 ag	M1 ag	Jurkat tox 60K	HEK293 NFkB inh	HTR1E agonist	Her2 expr inh	S1P1 ag pot	M1 antag	HTR1E antagonist
O=C(CNC(=O)c1ccc(Cl)cc1)NCCCn1ccnc1
→ -0.8	-0.575	-0.4	18.5	-0.7	104.8	-10.2	-0.00512	20.5
CCCCC(=O)Nc1cccc(-c2cn3ccsc3n2)c1
→ 0.1	2.1	6.7	-7.0	-0.5	86.0	-27.1	0.145	1.9
COc1ccc(C2=NOC(C(=O)N3CCCCCC3)C2)cc1OC (centres undefined)
→ 1.4	-1.38	-3.5	7.0	1.1	172.6	20.0	0.00385	-3.3
Cc1cc(C(=O)CSc2nnnn2C)c(C)n1-c1cccc(F)c1
→ 2.8	-0.311	4.7	-33.6	-0.1	156.7	93.3*	0.273	-2.5
O=C(Nc1ccc(Oc2ccccc2)cc1)C1CCCN(c2ncccn2)C1 (centres undefined)
→ -0.5	0.158	-8.0	6.9	0.3	101.0	15.0	-0.0101	-6.2
Cc1nc2ncnn2c(N2CCC(C(=O)NC3CCCC3)CC2)c1Cc1ccccc1
→ -1.5	0.274	8.4	17.3	-0.5	104.3	-14.0	-0.537	-1.3
Cc1sc2ncnc(Sc3nnnn3-c3ccc(Cl)cc3)c2c1C
→ -2.0	-0.208	0.0	20.8	0.4	-13.3*	14.1	0.278	-9.1
COc1ccc(Nc2nc(N)nc(CN3CCN(c4ccccn4)CC3)n2)cc1
→ -1.6	2.03	4.2	14.0	-0.8	74.0	·	0.113	0.5

(list continues)
SMILES	S1P3 ag	M1 ag	Jurkat tox 60K	HEK293 NFkB inh	HTR1E agonist	Her2 expr inh	S1P1 ag pot	M1 antag	HTR1E antagonist
Cn1nc(C(C)(C)C)cc1C(=O)Nc1nc2c(s1)C(=O)CC(C)(C)C2	0.7	0.312	-2.4	8.3	1.3	86.7	-12.9	-0.115	-2.4
CCOc1ccc(-c2cc(C(=O)NCCCN3CCN(CC)CC3)c3ccccc3n2)cc1	-0.9	-1.53	0.6	3.6	-0.7	105.1	-2.7	-0.888	-11.1
CCC(C)(C)n1nnnc1C(C(C)C)N(CCCO)Cc1cc2cc(C)ccc2[nH]c1=O (centres undefined)	-0.5	-0.0344	14.4	10.0	-0.6	107.4	-3.3	0.523	3.0
C#CCOc1ccc2c(C)cc(=O)oc2c1	-0.1	1.82	-6.8	3.2	0.3	77.3	-18.2	1.02	2.5
COC(=O)C1CCN(C(=O)NC2CCCCC2)CC1	-0.5	0.0475	-3.9	8.9	-1.1	109.4	·	·	1.2
CCN1CCN(CCNC(=O)c2ccc(CS(=O)(=O)c3ccccc3C)o2)CC1	-0.5	-0.284	-5.2	14.3	-0.2	97.8	10.9	-0.148	-2.4
COC(=O)CSc1nnc(CNC(=O)c2cc(OC)c(OC)c(OC)c2)n1C	0.2	-0.0521	-4.2	17.6	-0.5	99.5	-2.1	0.904	2.4
Cn1ncc(N=Cc2c(O)ccc3ccccc23)c1C(=O)N1CCOCC1	-3.3	0.331	·	·	-0.5	60.8	-6.0	0.112	0.4
NCc1ccc(-c2nc3ccccc3o2)cc1	-1.4	-0.907	9.8	5.5	-0.3	98.7	14.5	0.226	13.4
Cc1cc(=O)[nH]c(SCC(=O)N2c3ccccc3CC2C)n1 (centres undefined)	-0.2	1.51	8.9	15.2	0.7	83.6	3.2	0.286	0.2
Cc1c(C(=O)N2CCOCC2)[nH]c2c1C(=O)CC(c1ccc(Cl)cc1)C2 (centres undefined)	-1.5	-1.08	4.5	8.9	-0.4	77.3	-10.7	-0.628	8.8
CC1(C)Nc2ccc(O)cc2-c2c1ssc2=S	-2.3	0.601	·	·	-0.7	122.0	14.1	0.106	-2.1
Cc1ccc(NC(=O)CC2SC3=NCCCN3C2=O)c(C)c1 (centres undefined)	-0.6	1.6	0.1	7.4	0.3	78.9	-0.1	-0.0213	-10.5
CCn1c(SCC(=O)N2CCCc3ccccc32)nc2c(c1=O)SC(C)C2 (centres undefined)	-1.5	0.444	8.6	4.3	0.7	101.3	20.4	3.25*	1.4
O=C1CN(c2ccccc2F)C(=O)CN1c1ccccc1F	0.0	-0.513	-2.0	9.6	-0.7	118.5	-32.1	0.063	-11.8
Cn1c(=O)n(C/C=C/c2ccccc2)c(=O)c2c1nc1n2CCCN1c1ccc(F)cc1	-0.8	3.26	0.0	3.2	0.9	94.0	12.8	-0.0536	-3.8
COc1ccc(NC(=O)C2CCCN2C(=O)OCc2ccccc2)c(OC)c1 (centres undefined)	-0.6	0.749	1.1	3.8	0.2	77.1	-55.7	1.19	-3.3
CCC1CCCCN1C(=O)CSc1nnc(-c2cccs2)o1 (centres undefined)	-0.1	·	-2.2	-29.4	-0.1	81.5	23.0	·	1.7
Cc1cccc(N2C(=O)CC(N(C(=O)c3ccco3)c3cccc(C)c3)C2=O)c1 (centres undefined)	-0.9	0.643	-0.6	7.6	-0.3	67.4	-3.6	0.248	6.4
Cc1cc2n(n1)C(c1ccco1)Nc1ccccc1-2 (centres undefined)	-0.4	1.26	0.7	-3.4	0.3	87.2	-3.3	1.29	23.3
Cc1cccc(Cn2c(SCCN3CCCCC3)nc3c2c(=O)[nH]c(=O)n3C)c1	0.0	-0.0356	-8.4	12.8	0.8	101.7	-16.3	-3.58*	-0.9
Nc1nc2nonc2nc1N1CCCCC1	-1.2	-0.775	0.4	21.5	0.1	97.8	-16.1	-0.203	2.5
COc1cccc(C2NC(=O)NC(C)=C2C(=O)Nc2ccc(C)cc2)c1 (centres undefined)	-1.4	-0.102	-3.3	3.9	-0.4	82.0	4.0	-0.628	-4.7
C(=C\c1ccccc1)/CSc1nnc(-c2cccnc2)o1	-2.0	0.00687	7.6	8.6	-0.7	91.2	16.3	0.325	0.9
CCCn1c(C)nc2c(c1=O)c1nc3ccccc3nc1n2CCC1=CCCCC1	0.2	-1.82	7.0	1.8	0.8	67.9	-7.6	0.601	-1.4
CC1(C)CN(O)CCN1O	-1.4	0.0206	·	·	-0.6	62.4	-17.4	2.15	11.0
Cc1ccc(OCCN2C(=O)OC(C)(C)C2(C)O)cc1 (centres undefined)	1.0	-0.0892	0.5	-17.9	0.5	115.1	-10.5	-0.134	-0.6

Hits appear at their usual frequency; 9.2% or so of the library scored in one or more.
